Menin-MLL TR inh: qHTS Assay for Inhibitors Targeting the Menin-MLL Interaction in MLL Related Leukemias: Competition With Texas Red Labeled MLL-derived Mutant Peptide | AID 1768, 2009 | Potency, µM (doses to about 61.6 µM), for the others: at the highest dose FP activity change, negative = inhibition, hits mostly inhibitors | O00255 | hit rate 0.23% among 270,000 | Menin + Texas Red MLL mutant peptide, fluorescence polarization; active = well fitted inhibition curve with a large enough effect in the polarisation, with a control signal flat, not every such curve was filed as active; inconclusive = small, poorly fitted or top-dose-only effect, or effect the other way, or a change in a side signal; inactive = no such curve, though single readings can be large or run the other way; the % refers to the polarisation; note: potency is the fitted concentration of half-maximal effect; % of control where 0% means no effect; many of its hits are not listed in these tables
Target sequence (O00255 whole entry, looked up): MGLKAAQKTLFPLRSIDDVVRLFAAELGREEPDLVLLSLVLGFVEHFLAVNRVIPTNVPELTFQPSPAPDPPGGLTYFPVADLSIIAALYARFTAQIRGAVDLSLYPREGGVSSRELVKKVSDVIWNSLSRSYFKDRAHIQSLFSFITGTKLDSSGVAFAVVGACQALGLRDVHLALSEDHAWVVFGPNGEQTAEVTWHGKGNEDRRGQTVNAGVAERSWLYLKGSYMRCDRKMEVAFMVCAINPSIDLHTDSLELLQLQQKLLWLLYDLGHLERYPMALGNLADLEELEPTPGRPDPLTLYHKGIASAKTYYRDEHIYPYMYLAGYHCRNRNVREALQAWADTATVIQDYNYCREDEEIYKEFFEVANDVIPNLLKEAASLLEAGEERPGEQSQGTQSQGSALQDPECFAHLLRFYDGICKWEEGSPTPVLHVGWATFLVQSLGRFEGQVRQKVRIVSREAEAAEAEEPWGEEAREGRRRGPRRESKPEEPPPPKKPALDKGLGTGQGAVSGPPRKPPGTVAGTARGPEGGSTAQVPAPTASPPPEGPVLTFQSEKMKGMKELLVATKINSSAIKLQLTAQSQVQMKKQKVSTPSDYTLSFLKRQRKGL
PKM2 act: qHTS Assay for Activators of Human Muscle isoform 2 Pyruvate Kinase; hit rate 0.34% among 260,000; Pyruvate kinase PKM (Homo sapiens), P14618; purified PKM2, Kinase-Glo ATP luminescence, activation; response scale: 0% is enzyme alone, no compound; Potency, µM (titrated, usually from 57.5 µM), inactives show top-dose activation, actives largely listed as activators; AID 1631, 2009; note: potency is the fitted concentration of half-maximal effect; % is set by controls: 0 for no effect and ±100 for the full control effect; nearly all actives have a fitted effect of over 55% in size
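Purified hPK-M2 (>95% pure) converted ADP (0.1 mM final) to ATP with 0.5 mM PEP in 50 mM imidazole pH7.2, KCl, MgCl2, Tween 20, BSA; 1 h at room temperature. ATP detected by Kinase-Glo luminescence.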
ELG1 genotox: qHTS screen for small molecules that induce genotoxicity in human embryonic kidney (HEK293T) cells expressing luciferase-tagged ELG1; HEK293T ELG1-luciferase reporter, luminescence, 16 h; Potency, µM (series often up to 46 µM), without a hit: at the highest dose activity change, positive = activation, actives largely listed as activators; hit rate 1.3% among 330,000; AID 504466, 2011; note: potency is the fitted concentration of half-maximal effect; % of control where 0% means no effect; nearly all actives have a fitted effect of over 60% in size
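HEK293T cells expressing luciferase-tagged ELG1 were exposed to compound or DMSO vehicle for 16 hr at 37 °C and 5% CO2. Luciferase activity was then measured with ONE-Glo after 30 min at room temperature.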
p53 reactivation: qHTS assay for re-activators of p53 using a Luc reporter | hit rate 0.063% among 320,000 | Potency, µM (titrated, usually from 92.2 µM), for the others: at the top dose activity change, positive = activation, most hits filed as activators | H1299 p53-A138V BP100-luciferase reporter, luminescence, 24 h; note: potency is the fitted concentration of half-maximal effect; % of control where 0% means no effect; nearly all actives have a fitted effect of over 45% in size
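p53-null H1299 cells stably carrying temperature-sensitive p53-A138V and a BP100-luciferase reporter were pinned with compounds (4-point, 1:5 series) and held 24 hrs at 37 deg C. Luminescence was read 10 min after detection reagent.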
NPC1 promoter act: qHTS Assay for NPC1 Promoter Activators | Huh7 NPC1 promoter luciferase reporter, 24 h | Potency, µM (series often up to 9.22 µM), for the others: at the top dose activation, hits mostly activators | hit rate 2.4% among 320,000 | AID 485313, 2010;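 note: potency is the fitted concentration of half-maximal effect; % of control where 0% means no effect; nearly all actives have a fitted effect of over 60% in size; reporter is driven by a mutant NPC1 promoter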
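NPC1 promoter–luciferase Huh7 cells; 24 h compound; luminescence.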
Giardia kill: Small Molecules that selectively kill Giardia lamblia: qHTS. Giardia lamblia trophozoite viability. activity change, % at 7.66 µM, hits read low. hit rate 0.15% among 340,000; in the data active = activity change below about -80%; inconclusive = between about -30% and that limit;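 note: parasites exposed to compound for two days anaerobically before the ATP read; % is set by controls: 0 for no effect and ±100 for the full control effect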
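Anaerobic 48 hrs incubation at 37 deg C of 100 trophozoites/well with test compounds; ATPLite 1-Step luminescence, 15-30 min RT, reports cellular ATP as viability.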
RORgamma inh: qHTS for inhibitors of ROR gamma transcriptional activity; Nuclear receptor ROR-gamma (Mus musculus), P51450; Drosophila S2 Gal4-RORgamma UAS-luciferase reporter, 20 h; Potency, µM (titrated, usually from 53.6 µM), for inactives: top-dose activity change, negative = inhibition, most hits filed as inhibitors; hit rate 5.4% among 310,000; AID 2551, 2010; note: potency is the fitted concentration of half-maximal effect; % is set by controls: 0 for no effect and ±100 for the full control effect; nearly all actives have a fitted effect of over 60% in size
Target sequence (P51450 whole entry, looked up, the tested form may be a part): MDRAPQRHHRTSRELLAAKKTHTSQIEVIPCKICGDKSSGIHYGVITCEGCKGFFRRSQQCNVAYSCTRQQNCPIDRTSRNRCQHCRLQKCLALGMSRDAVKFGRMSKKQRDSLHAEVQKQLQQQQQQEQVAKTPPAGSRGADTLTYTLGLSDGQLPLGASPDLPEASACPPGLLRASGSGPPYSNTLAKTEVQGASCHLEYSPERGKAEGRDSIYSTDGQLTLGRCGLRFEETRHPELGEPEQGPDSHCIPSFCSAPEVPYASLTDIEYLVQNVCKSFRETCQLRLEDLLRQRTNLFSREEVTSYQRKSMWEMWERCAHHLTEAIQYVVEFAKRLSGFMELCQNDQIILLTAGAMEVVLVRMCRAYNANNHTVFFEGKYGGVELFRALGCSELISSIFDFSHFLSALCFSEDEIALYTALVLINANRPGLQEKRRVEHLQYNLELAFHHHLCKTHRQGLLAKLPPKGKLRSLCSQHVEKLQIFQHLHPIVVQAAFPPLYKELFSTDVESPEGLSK
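Stable Schneider cell line, Gal4 DNA-binding domain fused to ROR gamma, UAS-luciferase. Cmpd 1 hr RT → CuSO4 700 uM final → 20 hr RT → luciferase reagent 10 min → luminescence.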
VP16 counter: VP16 counterscreen qHTS for inhibitors of ROR gamma transcriptional activity. Drosophila S2 Gal4-VP16 UAS-luciferase, luminescence, 20 h. Potency, µM (top dose mostly 53.6 µM), without a hit: at the top dose activity, negative = inhibition, actives largely listed as inhibitors. hit rate 3.5% among 310,000;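 note: Gal4-VP16 expression switched on by copper sulfate through the metallothionein promoter; potency is the fitted concentration of half-maximal effect; % is set by controls: 0 for no effect and ±100 for the full control effect; nearly all actives have a fitted effect of over 50% in size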
BRCA1 expr act: qHTS Assay to Identify Small Molecule Activators of BRCA1 Expression; MCF7-BRCA1-FFLuc reporter, luminescence, 48 h; response scale: scaled: vehicle 0%, 10 µM genistein 100%; Potency, µM (highest dose often 46.1 µM), for the others: at the highest dose activation, usual class: activators; hit rate 1.1% among 380,000; note: potency is the fitted concentration of half-maximal effect; nearly all actives have a fitted effect of over 80% in size; some results filed as inactive show a strong effect at the top dose
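Reporter cells (MCF7, BRCA1 promoter-firefly luciferase) received library compounds across a concentration series for 48 h. End-point luminescence was measured and concentration-effect curves derived after normalization.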
Rab9 prom act: qHTS Assay for Rab9 Promoter Activators; Huh7 Rab9 promoter-luciferase reporter, luminescence, 24 h; Potency, µM (doses to about 9.22 µM), for the others: top-dose activation, negative = inhibition, actives largely listed as activators; hit rate 2.8% among 320,000; AID 485297, 2010; note: potency is the fitted concentration of half-maximal effect; % of control where 0% means no effect; nearly all actives have a fitted effect of over 60% in size
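Luminescence from Amplite-detected luciferase (10 minutes, ambient) reports Rab9 promoter activation. Before that, stable Rab9-luciferase Huh7 cells (1500/well, reduced-serum OP-MEM I plus 10% FBS) were exposed to compound for 24 hours at 37C.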
FLuc modulator: qHTS profiling assay for firefly luciferase inhibitor/activator using purifed enzyme and Km concentrations of substrates (counterscreen for miR-21 project). Luciferin 4-monooxygenase (Photinus pyralis), P08659. purified FLuc, Km substrates, luminescence inhibition. Potency, µM (top dose mostly 57.5 µM), for the others: top-dose activity change, negative = inhibition, actives largely listed as inhibitors. hit rate 6.9% among 360,000;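 note: potency is the fitted concentration of half-maximal effect; plate controls were vehicle for no effect and reference inhibitor for full effect; nearly all actives have a fitted effect of over 55% in size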
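Purified P. pyralis luciferase, 10 nM final, with Km-level 10 uM D-luciferin and 10 uM ATP in 50 mM Tris acetate pH 7.5, 10 mM Mg acetate, 0.01% Tween-20, 0.05% BSA; 6-point qHTS titration about 60 µM downward; luminescence read.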
The depositor's hits bear a star; u = inconclusive; x = not tested or not shown; [ ] = another dose, or the depositor's remark. Unless noted, calls come from the whole dose curve; as a rule, active = well fitted curve in the direction sought with a large enough effect; inconclusive = small, poorly fitted or top-dose-only effect, or another doubt; inactive = no such curve, though single readings can be large; an effect the other way counts as inactive or inconclusive. Some of the compounds tested; the hit share may differ from the screen's.

SMILES	Menin-MLL TR inh	PKM2 act	ELG1 genotox	p53 reactivation	NPC1 promoter act	Giardia kill	RORgamma inh	VP16 counter	BRCA1 expr act	Rab9 prom act	FLuc modulator
Cc1ccccc1NC(=O)CCNS(=O)(=O)c1cccc2nsnc12	-8%	-2%	0%	2%	1%	-15	-29%	-9%	-2%	0%	-1%
CC(=O)OCC(=O)c1ccc2ccn(C(C)=O)c2c1	-5%	0%	-2%	5%	2%	-10	4%	-7%	2%	-3%	u
COc1ccccc1-c1ccc(=O)n(CC(=O)NC2CCc3ccccc32)n1 (centres undefined)	u	10%	-5%	-8%	-24%	3	3.5µM*	u	1%	-23%	2%
CCC12CSc3nc(Cl)ccc3N1C(=O)C(=O)N2C (centres undefined)	x	0%	-2%	-2%	-3%	-1	0%	6%	-63%	1%	5%
O=C(NCc1cccnc1)c1sc2cc(Cl)ccc2c1Cl	14%	u	1%	7%	-2%	-1	29%	-6%	6%	1%	u
Cc1cc(CN2CCN(CC(=O)Nc3cc(C(F)(F)F)ccc3-n3cncn3)CC2)no1	x	x	0%	-4%	0%	6	x	x	1%	-3%	0%
CC(=O)N(c1cccc(Cl)c1)c1nc(C)cc(C)c1C#N	x	1%	0%	-3%	2%	12	-5%	-13%	0%	-1%	-1%
COc1ccc(C(=O)NCCNc2nc3c(C)cccc3cc2C#N)cc1OC	0%	4%[11.5 µM]	-4%	-20%	1%	2	6%	-3%	-11%	-1%	-1%
O=S(=O)(NCC1CCCO1)c1ccc2c(c1)OCCO2 (centres undefined)	6%	2%	0%	-9%	-4%	-29	-24%	0%	1%	3%	7%
Cc1ccc(C(=O)N(C)CC(=O)Nc2ccc(F)c(F)c2F)o1	14%	-1%	11%	-1%	-2%	3	15%	-3%[10 µM]	-9%	-8%	4%
CCN(CC)C(=O)c1ccc(COc2ccccc2Br)o1	12%	0%	0%	6%	6%	8	5%	-14%	7.1µM*	15%	u
O=C(Nc1ncnc2sc3c(c12)CCC3)c1ccco1	1%	-2%	5%	-13%	-8%	17	-19%	-7%	-72%	-5%	2%
COc1ccc(C/C(=N\O)c2ccc(OC)cc2)cc1	-15%	-2%	10%	u	7%	-12	4%	-5%	101%	10%	u
Cc1nn(C)c(C)c1S(=O)(=O)N1CCC(CO)(Cc2ccc(Cl)cc2)CC1	4%	-2%	-5%	-2%	-10%	-12	24%	-17%	-16%	-14%	7%
O=C(NCc1ccc2c(c1)OCO2)C1CC(=O)N(c2ccc(F)cc2)C1 (centres undefined)	12%	5%	1%	-3%	0%	-4	-40%	-9%	6%	-1%	1%
NC(=NCCc1c[nH]c2ccccc12)NC(=O)c1ccc(F)cc1	x	5%	1%	1%	3%	20	-5%	1%	-13%	-3%	4%
O=C(Nc1ccc(Cl)cc1N1CCOCC1)C1CCCCC1	-11%	2%	-8%	-8%	-5%	-6	-4%	4%	-5%	0%	3%
Cc1ccc(-n2c(Cc3cccs3)nnc2SCC(=O)Nc2ccc(F)c(F)c2)cc1	1%	0%	-14%	-2%	-1%	7	12%	-1%	-21%	0%	-3%
CCOc1ccc(-n2c(Cc3cc(=O)[nH]c(=O)[nH]3)nnc2SCC(N)=O)cc1	9%	-1%	-1%	2%	4%	20	33%	-3%	4%	9%	0%
COc1cc(C(=O)NCCC(=O)NC2CCCCCCC2)cc(OC)c1OC	11%	2%	1%	-5%	-2%	-5	1%	-7%	1%	-2%	0%
CCN(C(=O)COC(=O)CC1CCCCC1)c1c(N)n(Cc2ccccc2)c(=O)[nH]c1=O	x	x	1%	-2%	-3%	-4	x	x	2%	0%	-2%
CC(OC(=O)C1CCC(=O)N1)C(=O)Nc1cc(Cl)cc(Cl)c1 (centres undefined)	-1%	-3%	-3%	-3%	-3%	-12	-11%	-8%	-14%	-1%	1%
COc1cc(CC(=O)OCC(=O)Nc2ccc3c(c2)OCO3)cc(OC)c1OC	-3%	-1%	-4%	-2%	1%	-9	-4%	5%	0%	-1%	-12%
Cc1nn(C(C)c2n[nH]c(=S)n2-c2ccc(F)cc2)c(C)c1[N+](=O)[O-] (centres undefined)	-1%	0%	0%	-4%	1%	-3	-3%	-1%	0%	1%	10%
CC(=O)Nc1ccc(NC(=O)C23CC4CC(C2)CC(n2cnc(Br)n2)(C4)C3)cc1	-23%	-3%	1%	-3%	1%	-10	9%	2%	-2%	0%	-1%
CN(/N=C/c1ccccc1Cl)c1ncc(Cl)cc1C(F)(F)F	x	-11%	2%	4%	0%	12	6%	5%	-28%	0%	-9%
CC(=O)c1cccc(OCc2cc(C(=O)N3CCC(N4CCCCC4)CC3)no2)c1	x	x	3%	-15%	-3%	-11	0%	4%	-5%	-2%	1%
CC(=C/C(=O)O)/C(=C/c1ccccc1)C(=O)O	-13%	-6%	2%	9%	-1%	-7	-6%	-17%	-1%	2%	1%
COC(=O)CNC(=O)COC(=O)/C=C/c1ccccc1[N+](=O)[O-]	-2%	0%	3%	1%	3%	5	29%	-6%	-30%	4%	-7%
Cc1ccc(CNC(=O)C(NS(=O)(=O)c2ccc3nc(C)sc3c2)C(C)C)cc1 (centres undefined)	-1%[11.7 µM]	-20%	7%	2%	0%	-7	5%	-7%	10%	1%	0%
CCOC(=O)Nc1ccc2c(c1)Nc1ccccc1S2	u	1%	-12%	u	9%	8	31%	-13%	-26%	18%	u
CNC(=O)NC(=O)CSc1nnc(-c2ccco2)n1Cc1ccccc1	-4%	-2%	1%	0%	-1%	-5	36%	-4%	7%	-1%	2%
Nc1nc(Cl)cc(N2CCC(c3cc(-c4ccc(Cl)cc4Cl)n[nH]3)CC2)n1	u	0%	-6%	-5%	-4%	0	-41%	u	-87%	-3%	5%
Cn1c(SCC(=O)Nc2cc(S(=O)(=O)N3CCOCC3)ccc2N2CCOCC2)nnc1-c1ccncc1	-2%	-10%	-5%	-1%	-1%	6	0%	-4%	-2%	-2%	2%
CCOc1ccc(NS(=O)(=O)c2ccc(C(=O)N3CCCC(C)C3)cc2)cc1 (centres undefined)	x	x	u	-5%	-7%	-13	x	x	-28%	-11%	0%
COc1ccnc2c1c(=O)n(Cc1ccc(Cl)cc1)c(=O)n2C	1%	3%	4%	-6%	0%	2	3%	4%	0%	0%	0%
CC(=O)N1c2ccc(S(=O)(=O)N3CCC(C(=O)Nc4ncccc4C)CC3)cc2CC1C (centres undefined)	x	x	2%	4%	-3%	-10	-22%	5%	-1%	-2%	1%
CCCc1nn2c(=O)c(C(c3ccc(C)cc3)c3c(O)nc4sc(CCC)nn4c3=O)c(O)nc2s1	41%[activator]	-11%	-1%	-3%	-5%	-15	-1%	-15%	31%	-1%	-2%
COCCn1c(SCC(=O)NC2CCCCC2C)nnc1-c1ccncc1 (centres undefined)	u	x	-6%	6%	-20%	13	-3%	14%	17%	-2%	-1%
CCOC(=O)Cc1c(C)nc(N)[nH]c1=O	4%	-4%	5%	0%	0%	5	3%	5%	4%	0%	0%
Cc1ccc(/C(O)=C2\C(=O)C(=O)N(CC(C)O)C2c2ccc(N(C)C)cc2)cc1 (centres undefined)	-21%	-1%	1%	0%	-4%	-3	1%	-2%	3%	-3%	2%
Oc1ccc(N=Nc2ccccc2C(F)(F)F)c2cccnc12	u	x	10%	24%	-22%	-4	3.5µM*	3.5µM*	-83%	-4%[1.84 µM]	2%
COc1ccc(-c2nc3c(s2)CCc2onc(-c4ccc(OC)cc4)c2-3)cc1	6%	0%	-3%	7%	-23%	-4	11%	2%	-30%	2%	0%
CC(=O)Nc1cn(C(C)=O)c(C)n1	13%	3%	2%	-2%	1%	x	-39%	5%	x	-4%	0%
CCn1c(/C=C/c2cc[n+](C)cc2)nc2ccccc21	12%	-4%	-4%	x	8%	-18	-29%	2%	-14%	5%	2%
Cc1cccc(CSc2ccc(-c3ccco3)nn2)c1	-10%	-2%	u	u	u	-3	14%	u	u	u	12µM*
CCOc1cccc(CNn2cnnc2)c1OCc1ccccc1	-28%	-5%	-1%	24%	-4%	-8	6%	-4%	0%	2%	1%

Compound activity as filed in PubChem.
